Vif inh = blocks HIV Vif function | inhibition, % at 7.49 µM | AID 602346 | 340,000 tested, 0.35% active | HEK293T cells, Vif self-association by quenched fluorescence, imaging, 24 h; in the data active = inhibition above about 50%, passing the limit was not always enough; also: some results filed as inactive read as strong as hits
MC4R antag cAMP = blocks human MC4R cAMP signaling. P32245. MC4R-expressing cells, MTII-stimulated cAMP, LANCE TR-FRET. inhibition, % at 6.5 µM. 360,000 tested, 0.48% active. AID 540295;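 active = inhibition above its plate's cutoff, the mean of tested wells on that plate plus 3 SD, cut at about 29% in these data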;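 also: 0% = Melanotan II alone and 100% = Melanotan II plus saturating MCL0020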
Target sequence (P32245 whole entry, looked up): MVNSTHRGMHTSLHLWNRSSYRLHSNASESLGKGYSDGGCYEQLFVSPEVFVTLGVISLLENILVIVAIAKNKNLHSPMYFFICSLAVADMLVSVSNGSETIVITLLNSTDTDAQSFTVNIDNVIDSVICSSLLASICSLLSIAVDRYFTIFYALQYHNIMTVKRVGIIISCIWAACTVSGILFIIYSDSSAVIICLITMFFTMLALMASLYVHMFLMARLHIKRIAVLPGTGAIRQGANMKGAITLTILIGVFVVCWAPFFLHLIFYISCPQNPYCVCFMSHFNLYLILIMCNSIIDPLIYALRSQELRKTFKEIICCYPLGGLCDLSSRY
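System: U2OS cells stably expressing human melanocortin 4 receptor (MC4R). Reagent: Melanotan II challenge after compound preincubation. Doses: 6.5 µM. Times: 30-min compound, 1-h challenge, 1-h detection, room temperature. Measured by: TR-FRET with Eu-cAMP and labeled anti-cAMP, 671 nm. Replicates: singlicate.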
ABHD5 PLIN5 PPI = blocks binding of human ABHD5 to perilipin-5; 360,000 tested, 0.78% active; Split G. princeps luciferase complementation, luminescence, 4 h; inhibition, % at 4 µM; AID 602281;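 active = inhibition above the mean inhibition across every tested compound plus 3 SD, cut at about 22% in these data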;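 also: 0% = DMSO only wells and the 100% control is not disclosed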
ABCB6 inh 2 = blocks the human ABCB6 transporter; fluorescence ratio to DMSO, % at 10 µM; AID 602162; K562-ABCB6 porphyrin accumulation, flow cytometry, 1 h; active compounds read low; Q9NP58; 360,000 tested, 0.19% active;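 active = fluorescence ratio to DMSO below 75%, the collection mean minus 3 SD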;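 also: signal is porphyrin accumulated inside mitochondria; 100% equals median channel fluorescence of DMSO control wells; lower ratio means ABCB6 inhibition with less porphyrin fluorescence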
aDG glyco up = alpha-DG glycosylation activation | Pro5-aDG cells, alpha-DG glycosylation AlphaScreen (IIH6); 0% Pro5, 100% B10-LARGE cell signal | activation, % at 10 µM | 360,000 tested, 0.22% active | AID 624168;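 active = activation of at least 8% versus controls, or a plate z-score of at least 8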;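 also: Pro5 are CHO cells carrying HIG-tagged alpha-DG that lacks glycosylation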
Granule exo inh = blocks lytic granule exocytosis | TALL-104 LAMP-1 surface exposure, flow cytometry; cells stimulated with thapsigargin and PMA | inhibition, % at 10 µM | 360,000 tested, 0.66% active | AID 651702;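 active = inhibition above about 55%, limit read from the data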
NOD2-RIPK2 inh = NOD2-RIPK2 protein interaction inhibition. CHO BLA complementation NOD2-RIPK2, CCF4 ratio. inhibition, % at 4.98 µM. 360,000 tested, 0.38% active. AID 624267; in the data active = inhibition above about 21%;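 also: 0% = vehicle only and 100% = reference blocker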
Target sequence (O43353 whole entry, looked up): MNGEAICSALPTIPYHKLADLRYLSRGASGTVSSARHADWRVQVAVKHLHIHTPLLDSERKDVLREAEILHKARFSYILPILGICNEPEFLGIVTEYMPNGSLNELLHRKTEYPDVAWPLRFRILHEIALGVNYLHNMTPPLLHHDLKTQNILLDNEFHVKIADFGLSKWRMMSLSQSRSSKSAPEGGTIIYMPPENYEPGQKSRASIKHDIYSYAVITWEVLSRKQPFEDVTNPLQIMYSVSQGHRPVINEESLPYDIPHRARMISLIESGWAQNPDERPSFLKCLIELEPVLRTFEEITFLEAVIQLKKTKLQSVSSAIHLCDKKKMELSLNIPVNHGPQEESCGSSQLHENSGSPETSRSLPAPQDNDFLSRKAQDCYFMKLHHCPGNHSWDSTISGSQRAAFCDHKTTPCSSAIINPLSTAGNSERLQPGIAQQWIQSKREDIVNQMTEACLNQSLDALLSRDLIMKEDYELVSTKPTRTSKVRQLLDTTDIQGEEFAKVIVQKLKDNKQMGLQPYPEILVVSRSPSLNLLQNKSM
MC4R barr agon = activates human MC4R beta-arrestin recruitment. P32245. U2OS MC4R beta-arrestin complementation, luminescence; percent of melanotan II response, DMSO zero. activation, % at 8.9 µM. 360,000 tested, 0.98% active. AID 540308;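 active = activation above a per-plate cutoff, the mean activation of sample wells on that plate plus 3 SD, cut at about 8% in these data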
TLR9-MyD88 inh = inhibitors of human TLR9-MyD88 binding. Q9NR96+Q99836. CHO BLA complementation TLR9-MyD88, CCF4 FRET ratio. inhibition, % at 4.98 µM. 340,000 tested, 0.21% active. AID 504734;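 active = inhibition above the mean over all tested compounds plus 3 SD, cut at about 21% in these data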;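 also: 0% = DMSO only wells and 100% = clavulanate BLA inhibitor control wells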
Glyco luc inh = blocks N-linked glycosylation in D54 reporter cells; D54 ERlucT glycosylation luciferase reporter, 24 h; percent of 100 nM tunicamycin response; reporter increase, % at 12.5 µM; 360,000 tested, 0.23% active;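 active = mean luciferase reporter signal, scaled so untreated is 0 and the glycosylation-blocking control 100, at or above a set limit in every replicate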;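 also: luciferase carries N-glycosylation sites so blocking glycosylation raises the light; 0% = median of neutral control wells and 100% = median of 100 nM tunicamycin wells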
* hit, by the source's call; . = not tested or not shown.

| cpd | Vif inh | MC4R antag cAMP | ABHD5 PLIN5 PPI | ABCB6 inh 2 | aDG glyco up | Granule exo inh | NOD2-RIPK2 inh | MC4R barr agon | TLR9-MyD88 inh | Glyco luc inh | Molecule |
| --- | --- | --- | --- | --- | --- | --- | --- | --- | --- | --- | --- |
| 1 | 10 | 1 | 7 | 104 | 0.1 | 2 | -2 | -1.7 | 3 | 0 | CC(=O)C1N=NCC1c1ccccc1 (configuration not stated) |
| 2 | -9 | 25 | -6 | 99 | 0.1 | 12 | 2 | 1.1 | -16 | 0 | Cc1ccc(-c2csc(NC(=O)c3cccc(C)c3)c2C(=O)O)cc1 |
| 3 | 7 | -3 | -2 | 95 | 0.5 | 43 | -7 | -3.0 | -3 | -7 | O=[N+]([O-])c1ccc(S(=O)(=O)N2CCN(c3ccnc4cc(Cl)ccc34)CC2)cc1 |
| 4 | 7 | -2 | -2 | 99 | 0.0 | -3 | 2 | 3.3 | 10 | 9 | O=C(CCCN1C(=O)c2ccccc2C1=O)Nc1c(C(=O)C2CC2)oc2ccccc12 |
| 5 | 37 | 0 | -6 | 97 | 0.2 | 1 | -6 | 0.1 | -4 | -5 | Cc1onc(-c2ccccc2)c1-c1ccnn1S(=O)(=O)c1ccc(Cl)cc1 |
| 6 | -11 | 9 | -8 | 102 | 0.6 | -2 | -1 | 1.4 | 0 | 9 | CCCCC1(c2ccc(F)cc2)NC(=O)N(CC(=O)Nc2ccc(N3CCOCC3)cc2)C1=O (configuration not stated) |
| 7 | 5 | 24 | -3 | 100 | -0.2 | -1 | 5 | -2.6 | 1 | 4 | CCCCCC(=O)NC(=S)NNC(=O)c1ccc([N+](=O)[O-])cc1 |
| 8 | 3 | 4 | -7 | 95 | -0.2 | -1 | 3 | 1.1 | -1 | -3 | CC[C@@]1(C(=O)OC)N[C@H](CN(C)C(=O)C2CCCCC2)[C@@H]2C(=O)N(Cc3ccccc3)C(=O)[C@@H]21 |
| 9 | 8 | 15 | 5 | 101 | 0.0 | 7 | 1 | 5.2 | 1 | 0 | COc1ccccc1Nc1nc(N)nc(CCl)n1 |
| 10 | 15 | -2 | 7 | 97 | 0.0 | -1 | 6 | -0.5 | -11 | -1 | COc1ccc(CSc2nncn2N)cc1Br |
| 11 | 5 | 17 | 4 | 93 | 0.0 | -1 | -17 | -3.7 | -3 | 1 | O=C1c2ccc(Oc3ccc([N+](=O)[O-])cc3)cc2C(=O)N1c1ccncc1 |
| 12 | -2 | -6 | -4 | 103 | 0.0 | 0 | 7 | -0.8 | -5 | 1 | O=C(C(F)C(F)(F)F)N1CCN(c2ccccc2)CC1 (configuration not stated) |
| 13 | -2 | 2 | 3 | 102 | 0.3 | 2 | -19 | -1.9 | -10 | -1 | COc1cccc(NC(=O)CCNS(=O)(=O)c2ccc3c(c2)CC(C)N3C(=O)C2CC2)c1 (configuration not stated) |
| 14 | 8 | 14 | 6 | 97 | -0.2 | 3 | 6 | -0.4 | -12 | 1 | Cc1oc2c(CN3CCCCC3)c(O)ccc2c(=O)c1-c1ccc(Cl)cc1 |
| 15 | 7 | 3 | -1 | 94 | 0.4 | -4 | -5 | -1.6 | 2 | 2 | CC1=NN(C(=S)Nc2ccccc2)C(C)(C)C1 |
| 16 | -3 | 21 | 3 | 95 | -0.3 | 2 | 5 | -0.8 | -2 | 6 | Cc1ccc(NC(=O)COC(=O)Cn2cnc3c2c(=O)n(C)c(=O)n3C)cc1Cl |
| 17 | 6 | 10 | -2 | 98 | 0.5 | -2 | -14 | 2.2 | 7 | 2 | COc1ccc(-c2nc(CN(Cc3cnn(C)c3)C(C)C)c(C)o2)c(OC)c1 |
| 18 | -4 | 20 | -11 | 107 | 0.2 | -2 | -22 | -3.8 | -8 | 0 | O=C(COc1ccccc1Cl)NC(=S)N1CCc2ccccc21 |
| 19 | 3 | 15 | 6 | 93 | -0.3 | -2 | 1 | 2.0 | . | -3 | CC(=O)Nc1cc(-c2cccc(F)c2)cn2c(-c3ccc(S(C)(=O)=O)cc3)cnc12 |
| 20 | 0 | 2 | 4 | 97 | 0.6 | 1 | -10 | -0.6 | -4 | 4 | O=C(O)C1CCN(S(=O)(=O)c2ccc3c(c2)OCCCO3)CC1 |
| 21 | -1 | 0 | -5 | 101 | 0.2 | 1 | 5 | 1.8 | -2 | -2 | CC(=O)C1=C(C)NC(SCC(=O)c2ccc(F)cc2)=C(C#N)C1CC(C)C (configuration not stated) |
| 22 | 14 | 12 | 5 | 142 | -0.2 | 7 | -3 | 0.8 | -6 | -2 | Nc1nc(C2CCCN2S(=O)(=O)c2ccc(Cl)cc2)cs1 (configuration not stated) |
| 23 | 2 | 0 | -9 | 104 | 0.1 | 2 | 5 | -2.7 | -6 | -3 | CCC(CC)C(=O)Nc1c(C(=O)N2CCN(c3ccccc3)CC2)oc2ccccc12 |
| 24 | -3 | -2 | 4 | 102 | -0.1 | 2 | -5 | 3.4 | 8 | 0 | O=C(/C=C/NCc1cccnc1)C(F)(F)C(F)(F)F |
| 25 | -2 | 3 | -6 | 91 | 0.0 | -2 | 7 | -0.1 | -1 | 0 | O=S(=O)(c1cnc[nH]1)N1CCCCCC1 |
| 26 | 1 | 8 | -1 | 93 | -0.2 | -3 | 1 | -1.2 | 3 | 2 | COc1cccc(C(=O)NCC(=O)OCC(=O)c2ccccc2)c1 |
| 27 | 2 | 1 | -4 | 98 | 0.2 | -5 | -1 | 1.5 | -10 | 3 | Cc1ccc(-c2c3c(=O)n(C)c(=O)n(C)c3cn2Cc2cccnc2)cc1 |
| 28 | 3 | 19 | -22 | 102 | 0.2 | -4 | -3 | 4.3 | -27 | -2 | Cc1cccc(NC(=S)NC(NC(=O)OCc2ccccc2)C(Cl)(Cl)Cl)c1 (configuration not stated) |
| 29 | 11 | 10 | 10 | 96 | 0.0 | 69* | 6 | 5.9 | -3 | -3 | COc1ccc(-c2oc3ncnc(NCCCN(C)C)c3c2-c2ccc(OC)cc2)cc1 |
| 30 | -6 | 5 | -6 | 105 | 0.0 | 0 | -8 | -1.2 | 2 | 2 | CC(=O)Nc1ccc(NC(=O)CNC(=O)c2cccc(C)c2)cc1 |
| 31 | -9 | 1 | -5 | 96 | 0.1 | 2 | -4 | -1.8 | -1 | -1 | CCCn1c(NC(=O)C2CCN(C(=O)c3ccc(F)cc3)CC2)nc2ccccc21 |
| 32 | 5 | -2 | 1 | 100 | -0.1 | -1 | -3 | 0.6 | -2 | 2 | CCOC(=O)C1CCCN(C(=O)C2CCN(S(=O)(=O)CC)CC2)C1 (configuration not stated) |
| 33 | 1 | -1 | 4 | 97 | -0.1 | -7 | 3 | 0.2 | 15 | 1 | Cc1cc(C)c(S(=O)(=O)N2CCCOC2CNC(=O)C(=O)NCCC2=CCCCC2)c(C)c1 (configuration not stated) |
| 34 | -13 | 5 | -7 | 101 | 0.2 | 23 | -1 | -0.9 | 1 | -1 | Cc1cc(C)c(NC(=O)C2=CCN(S(=O)(=O)c3ccc(F)cc3)CC2)c(C)c1 |
| 35 | -2 | 8 | -4 | 100 | 0.3 | 2 | -12 | -3.3 | -3 | 0 | CC(Oc1ccc(Cl)cc1)C(=O)Nc1ccccc1C(=O)N1CCOCC1 (configuration not stated) |
| 36 | 8 | -4 | -9 | 94 | -0.1 | -1 | 5 | -0.2 | -6 | 3 | Cc1cc(-c2ccccc2)c2c(=O)[nH][nH]c2n1 |
| 37 | -6 | -10 | 15 | 96 | -0.1 | -3 | -7 | -1.8 | 3 | 1 | Cc1ccsc1/C=C(\CC(=O)O)c1nc2ccccc2o1 |
| 38 | 21 | 11 | 3 | 103 | 0.3 | -6 | -9 | 7.3 | -5 | 4 | O=C(Cn1c(COc2ccccc2)nc2ccccc21)Nc1cc(Cl)cc(Cl)c1 |
| 39 | -7 | 6 | -1 | 98 | 0.1 | 0 | 2 | -1.9 | -10 | -3 | O=[N+]([O-])c1cc([N+](=O)[O-])c(Oc2c(Cl)cccc2Cl)cc1NN1CCCCC1 |
| 40 | -7 | 2 | 1 | 99 | -0.2 | -1 | -6 | 0.7 | 0 | 1 | Cc1cccc(N2N=C(C(=O)Nc3nc(C)cs3)CCC2=O)c1 |
| 41 | 8 | 1 | -7 | 105 | -0.1 | -1 | -11 | 0.8 | -5 | 0 | Cc1ccccc1NC(=O)CSc1nc2ccccc2o1 |
| 42 | 12 | 1 | 13 | 96 | 0.1 | 32 | -6 | -0.1 | 1 | -3 | COc1ccc(NC(=O)CSc2n[nH]c(CNc3cccc(C)c3)n2)cc1 |
| 43 | -10 | 13 | 3 | 103 | -1.2 | 64* | 9 | -4.6 | 0 | -3 | O=[N+]([O-])c1ccc(S(=O)(=O)CC(CN2CCCCC2)N2CCCCC2)cc1 (configuration not stated) |
| 44 | -3 | 3 | 10 | 94 | 0.0 | 1 | -16 | -0.9 | -3 | -6 | COc1cccc(NC(=O)c2cccc(Cl)c2)c1 |
| 45 | -1 | 8 | -5 | 98 | 0.1 | -13 | 2 | -1.7 | 0 | 1 | CC(C)c1ccc(NC(=O)C2C3C=CC4(O3)C2C(=O)N(CCCN2CCOCC2)C4C(=O)NC2CCCCC2)cc1 (configuration not stated) |
| 46 | 0 | 5 | -8 | 93 | 0.1 | 2 | 1 | 1.9 | 4 | -14 | CC(C)(C)Nc1ncnc2c1cnn2-c1ccccc1 |
| 47 | 0 | 26 | -8 | 96 | -0.1 | -2 | -5 | 0.5 | 0 | 1 | CC1(C)Oc2ccc3ccc(=O)oc3c2/C(=C/NNC(N)=S)C1=O |
| 48 | -1 | 3 | 3 | 102 | 0.0 | 3 | -9 | -0.9 | -3 | 3 | CCO[C@@H]1OC(C(=O)N2CCOCC2)=C[C@H](C)[C@H]1CCCO |
| 49 | 6 | 9 | 6 | 98 | 0.0 | 2 | 2 | -0.8 | -8 | 0 | NC(=O)c1cc(S(=O)(=O)Nc2cccc(F)c2)co1 |
| 50 | 7 | 12 | 2 | 98 | -0.3 | 8 | 9 | -0.8 | 2 | -1 | Cc1ccc(-n2cc(CN3CCCN(C=O)CC3)c(-c3ccc(F)cc3)n2)cc1 |
| 51 | 4 | -1 | 4 | 95 | 0.0 | -4 | -4 | -0.1 | -7 | 2 | Cc1ccccc1OCC(=O)NNC(=O)c1ccoc1C |
| 52 | 8 | 7 | 8 | 98 | 0.2 | 9 | -1 | 31* | -4 | 2 | Clc1cccc(Cl)c1CSc1nnc(-c2ccncc2)s1 |
| 53 | -3 | 9 | -2 | 99 | 0.0 | -3 | -8 | -4.8 | 11 | 0 | O=C(COC(=O)C1CC(=O)N(Cc2ccccc2)C1)Nc1ccccc1F (configuration not stated) |
| 54 | 8 | -1 | -7 | 100 | -0.1 | -1 | -7 | -3.5 | 8 | -1 | Clc1cccc(Cl)c1Cn1ccc(C2CC2)n1 |
| 55 | -4 | 6 | 6 | 90 | -0.2 | 16 | -3 | -1.7 | -1 | 47* | NNC(=O)c1nc(-c2ccccc2)cc(-c2ccccc2)n1 |

This is a subset; rates above refer to the full screens.
